Bioassay records: PubChem BioAssay, several laboratories
STAT1 activator – activators of IFN-gamma induced STAT1 signaling; NIH 3T3 STAT1-luciferase reporter, luminescence; 100% = IFN-gamma alone, no compound; activation (% of control), % at 5.5 µM; hit rate 2.6% among 200,000;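 active means activation above the screen-wide mean activation plus 3 SD, cut at about 130% in these data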;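 further: raw ratio to IFN-gamma control signal so 100% means no change and 0% no light; values of inactives mirror those of a sister screen read the other way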
Diaph inh CS – counter-screen for diaphorase-based assays: diaphorase inhibitors and chemical oxidizers | inhibition, % at 20 µM | AID 1217 | diaphorase resazurin-to-resorufin fluorescence, NADH, 16 min; bacterial (C. kluyveri) enzyme, not human | hit rate 0.69% among 190,000;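 active means primary screen inhibition at 20 µM above a set limit, cut at about 50% in these data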;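 further: plate controls were DMSO with full reaction for no effect and wells lacking NADH for full effect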
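System: Diaphorase enzyme from Clostridium kluyveri | Amount: Enzyme working solution with 0.14 U/mL diaphorase | Benchmarks: No-NADH positive control and DMSO neutral control | Signal: Fluorescence of resorufin formed from resazurin, Ex 544/Em 590 nm | Schedule: 16-min room-temperature incubation before reading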
FLuc act counter – affects firefly luciferase, flagging false hits in luciferase stimulation screens | ATPlite luciferase biochemical, luminescence, 10 min; 0 = ATP-free wells, 1 = DMSO control | 200,000 tested, under 10 active | activation factor at 10 µM;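 active means luciferase activation factor, scaled between plate controls, of at least 2 with compound at 10 µM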
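Assay system: Luciferase/luciferin detection reagent, cell-free biochemical luciferase assay / Also added: ATP substrate / Schedule: 10 min at ambient temperature / Measured by: luminescence measurement of luciferase light output / Benchmarks: low control with PBS replacing ATP, high control enzyme plus ATP without compound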
G6PDH counter – inhibits Leuconostoc G6PDH, flagging false hits in G6PDH-based assays | Purified L. mesenteroides G6PDH, diaphorase/resazurin coupled fluorescence, 45 min | inhibition, % at 5 µM | hit rate 0.12% among 200,000; in the data active means inhibition above about 50%
FLuc inh counter – counter-screen for luciferase assay inhibitors: firefly luciferase inhibition; P08659; ATPLite firefly luciferase biochemical luminescence, 10 min; inhibition, % at 10 µM; hit rate 1.5% among 200,000;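 active means inhibition above about 50% when tested at 10 µM, limit read from the data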
NF-kB expr up – NF-kB expression increase, human neuronal cells. NF-kB reporter expression; stronger effect = higher value. fold change at 12.5 µM. hit rate 1.6% among 190,000; in the data active means fold change above about 3.3
TLR4 MyD88 comp – inhibitors of human TLR4-MyD88 binding | O00206+Q99836 | HeLa CL3-4 TLR4/MyD88 BLA complementation, FRET ratio | inhibition, % at 8.4 µM | hit rate 0.18% among 200,000 | AID 861; in the data active means inhibition above about 25%;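 further: 0% = vehicle and 100% = reference inhibitor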
Diaph act CS – counter-screen for diaphorase-based assays: diaphorase activators and chemical reducers; hit rate 0.005% among 190,000; Diaphorase/resazurin coupled assay, resorufin fluorescence, 16 min; stronger effect = higher value; 1 = vehicle wells, 0 = NADH-free wells; AID 1229; activation factor at 20 µM;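 active means diaphorase activity raised at least twofold by the compound at 20 µM; inactive means activation factor below 2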
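System – purified diaphorase enzyme from Clostridium kluyveri · Input – enzyme 0.07 U/mL final · Also added – final NADH 0.114 mM, resazurin 0.1 mM · Measured by – fluorescence of resorufin, 544 nm excitation, 590 nm emission · Timing – 16 min enzyme reaction, ambient temperature · Measure – resorufin increase flagging diaphorase activators or reducers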
APP 5UTR inh – APP translation inhibition; hit rate 0.82% among 190,000; AID 1285; SH-SY5Y APP 5'UTR-luciferase reporter, luminescence; inhibition, % at 2 µM;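 active means inhibition above a set limit, derived from the sample mean plus 3 SD, cut at about 45% in these data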; further: values of inactives mirror those of a sister screen read the other way
APP 5'UTR act – activates APP 5'UTR luciferase reporter | SH-SY5Y APP 5'UTR luciferase reporter, luminescence; zero percent = DMSO vehicle wells | AID 1276 | activation, % at 2 µM | hit rate 1% among 190,000;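 active means activation above a set limit, based on mean plus 3 SD of controls, cut at about 140% in these data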; further: values of inactives mirror those of a sister screen read the other way
* hit, by the source's call; . = no result given.

Start of the listing, in advance, five compounds:
SMILES	STAT1 activator	Diaph inh CS	FLuc act counter	G6PDH counter	FLuc inh counter	NF-kB expr up	TLR4 MyD88 comp	Diaph act CS	APP 5UTR inh	APP 5'UTR act
O=C(CCNC(=O)c1ccc([N+](=O)[O-])cc1)Nc1nccs1	101.9	9.2	1.1	5.9	-7.3	0.97	0.9	0.9	-3.3	3.3
COC(=O)c1[nH]c2cc(OC)ccc2c1NC(=O)CN1CCC(C(N)=O)CC1	93.3	9.6	1	-0.8	-2.9	0.87	7.0	0.9	-0.4	0.4
O=C(Nc1nncs1)c1cccc(S(=O)(=O)N2CCc3ccccc32)c1	93.3	8.7	1.1	0.1	-5.3	1.04	-4.2	0.9	-10.6	10.6
Cc1cc(C(=O)O)ccc1-c1ccc(/C=C2\NC(=O)N(Cc3ccccc3Cl)C2=O)o1	97.4	38.9	1	8.6	2.9	1.05	-10.3	0.6	1.6	-1.6
Cc1n[nH]c(C)c1S(=O)(=O)N1CCCC(C(=O)N2CCN(c3ccc(Cl)cc3)CC2)C1 (centres undefined)	95.2	4.1	1	8.7	-0.8	0.66	1.2	1	6.8	-6.8

The list itself, from the first entry:
SMILES	STAT1 activator	Diaph inh CS	FLuc act counter	G6PDH counter	FLuc inh counter	NF-kB expr up	TLR4 MyD88 comp	Diaph act CS	APP 5UTR inh	APP 5'UTR act
O=C(CCNC(=O)c1ccc([N+](=O)[O-])cc1)Nc1nccs1	101.9	9.2	1.1	5.9	-7.3	0.97	0.9	0.9	-3.3	3.3
COC(=O)c1[nH]c2cc(OC)ccc2c1NC(=O)CN1CCC(C(N)=O)CC1	93.3	9.6	1	-0.8	-2.9	0.87	7.0	0.9	-0.4	0.4
O=C(Nc1nncs1)c1cccc(S(=O)(=O)N2CCc3ccccc32)c1	93.3	8.7	1.1	0.1	-5.3	1.04	-4.2	0.9	-10.6	10.6
Cc1cc(C(=O)O)ccc1-c1ccc(/C=C2\NC(=O)N(Cc3ccccc3Cl)C2=O)o1	97.4	38.9	1	8.6	2.9	1.05	-10.3	0.6	1.6	-1.6
Cc1n[nH]c(C)c1S(=O)(=O)N1CCCC(C(=O)N2CCN(c3ccc(Cl)cc3)CC2)C1 (centres undefined)	95.2	4.1	1	8.7	-0.8	0.66	1.2	1	6.8	-6.8
CCC(Sc1ncnc2c1nnn2-c1ccc(F)cc1)C(=O)OC (centres undefined)	116.8	13.2	0.9	3.7	13.4	2.12	8.2	0.9	-8.9	8.9
c1ccc(COc2ccccc2CNC2CCCC2)cc1	97.2	-7.4	1	3.3	-3.9	1.05	0.8	1.1	-7.2	7.2
O=C1CCCc2nc(N3CCN(C(c4ccccc4)c4ccccc4)CC3)ncc21	95.3	21.6	1	0.1	-4.9	0.51	-2.4	0.8	-5.5	5.5
CC(=O)CSc1ncnc2sc3c(c12)CCCC3	94.5	20.6	1	4.3	2.7	1.07	3.1	0.8	-8.3	8.3
CCc1ccc(OCCCC(=O)Nc2ccc(N3CCCCC3)cc2)cc1	95.7	1.2	1	-1.0	-2.3	1.29	-2.1	1	-15.1	15.1
Cc1ccc(-c2cc(C(=O)Nc3ccc(S(=O)(=O)Nc4nc(C)cc(C)n4)cc3)c3ccccc3n2)cc1	94.4	14.5	0.9	-11.8	5.4	0.9	-1.6	0.9	5.2	-5.2
CC(C)(C)N1CC(c2nc3ccccc3n2CCOc2ccccc2)CC1=O (centres undefined)	96.3	7.2	1.1	6.0	-9.5	0.82	6.6	0.9	-9.4	9.4
COc1cccc(C(=O)Oc2cccc(N3C(=O)C4C5CC(C(Br)C5Br)C4C3=O)c2)c1 (centres undefined)	96.0	13.0	1	2.9	-3.2	1.18	3.0	0.9	-10.2	10.2
COCC(C)NC(=O)c1cc(-c2ccc(OC)c(OC)c2)on1 (centres undefined)	97.3	13.1	1	-3.4	-3.9	1.21	-6.1	0.9	-16.5	16.5
COc1ccc2c(c1)-c1nc(/N=C/c3cccc(OC)c3O)sc1CC2	107.8	0.0	1	-2.1	1.1	1.19	9.5	1	-1.4	1.4
O=S(=O)(Nc1nccs1)c1ccc(F)cc1	103.5	.	1	12.2	1.3	1.09	-0.6	.	-8.9	8.9
Fc1ccc(CSc2nc3ncccc3[nH]2)cc1	102.6	11.2	0.6	2.8	44.8	1.47	9.5	0.9	-27.4	27.4
COCCN1C(=O)C(=O)/C(=C(/O)c2cccc(OC)c2)C1c1ccncc1 (centres undefined)	101.5	-18.9	1	9.4	-1.8	0.87	-5.4	1.2	14.1	-14.1
Cc1ccc(C)c(NC(=S)Nc2ccc(S(=O)(=O)Nc3ncccn3)cc2)c1	95.1	9.9	1	4.5	-1.9	1.07	-8.2	0.9	-5.9	5.9
COc1ccc(NC(=O)c2ccc(Cn3cc(Cl)cn3)cc2)cc1	89.2	.	0.9	9.7	6.0	1.24	-8.0	.	-6.9	6.9
CC(=O)Nc1ccc(SCC(=O)Nc2ccccc2-c2ccccc2)cc1	98.9	-3.7	0.9	-12.5	5.6	0.85	-12.6	1	-20.4	20.4
COC(=O)c1[nH]c2ccc(Br)cc2c1NC(=O)CN1CCN(C2CCCCC2)CC1	89.6	10.2	1.1	13.1	-7.2	4.05*	-19.5	0.9	-7.6	7.6
CC(C)(C)n1nnnc1C(c1ccc(C(F)(F)F)cc1)N(Cc1ccc(F)cc1)Cc1ccco1 (centres undefined)	97.7	15.5	1	-3.2	-3.5	0.83	-5.9	0.8	-5.9	5.9
Cn1c(/C=N/c2nc3ccccc3[nH]2)nc2ccccc21	107.7	4.7	1	6.3	-2.3	1.12	-3.3	1	-21.7	21.7
COc1ccc(CN2CCn3ncc(C(=O)Nc4ccc(Cl)cc4Cl)c3C2=O)cc1	94.6	-6.0	1	2.4	-1.1	1.24	2.0	1.1	2.9	-2.9
CCS(=O)(=O)c1ccc2oc(SCC(=O)NCc3ccccc3)nc2c1	107.2	-26.2	1	14.1	-2.9	0.9	-3.2	1.3	-4.0	4.0
O=S(=O)(c1ccc(N2CCN(S(=O)(=O)c3ccccc3)CC2)nc1)N1CCCC1	91.8	9.8	1	-5.8	-4.4	0.92	-10.9	0.9	12.5	-12.5
Cc1ccc2c(CN3CCN(S(=O)(=O)/C=C/c4ccccc4)CC3)cc(=O)oc2c1	95.6	20.2	1	8.2	-3.8	0.88	-1.1	0.8	-6.3	6.3
COc1cccc(OCc2nnc(SCC(=O)NNC(=O)C3CCCCC3)n2C)c1	91.8	1.1	1.1	1.9	-5.9	1.31	1.4	1	-13.5	13.5
COc1ccccc1C1CC(=O)Nc2c1c(=O)n(C)c(=O)n2C (centres undefined)	96.1	-9.1	1	4.5	-2.4	1.53	3.8	1.1	3.9	-3.9
CCn1ccc(C(=O)Nc2cccc(Cl)c2)n1	141.0*	0.9	0.8	-3.7	22.1	2.26	5.8	1	-50.8	50.8
CN(CC(=O)Nc1ccc(S(=O)(=O)N2CCCC2)cc1)CC(=O)Nc1ccc(F)c(F)c1F	100.4	-5.6	0.9	0.5	7.5	0.85	-5.0	1.1	-11.8	11.8
COc1cc(C(c2c(C)[nH][nH]c2=O)c2c(C)[nH][nH]c2=O)ccc1OS(=O)(=O)c1ccccc1	108.5	13.3	1.1	11.2	-5.4	1.52	-1.1	0.9	.	.
CCOC(=O)CC(NC(=O)Cc1ccc(F)cc1)c1ccccc1Cl (centres undefined)	108.0	8.8	1	-13.2	-3.9	1.09	-17.1	0.9	-3.2	3.2
COc1cc(SC)ccc1C(=O)NCCOc1ccc(C)c(C)c1	94.8	21.2	1.1	-15.1	-6.0	1.06	2.3	0.8	2.4	-2.4
CCCNC(=O)NCc1ccc(N2CCCC2=O)cc1	108.8	-1.5	1.1	8.2	-7.0	0.72	-3.6	1	1.7	-1.7
Cc1ccc(C(=O)NN2CCOCC2)cc1	101.2	1.9	1.1	1.1	-5.9	1.22	11.0	1	5.0	-5.0
CCNC(=O)/C(C#N)=C/c1c(N2CCOCC2)nc2ccccn2c1=O	98.6	4.4	1	0.2	2.8	0.98	0.5	1	10.2	-10.2
CCOC(=O)Cn1c(S(=O)(=O)Cc2ccc(Cl)cc2)nc(-c2ccccc2)c1-c1ccccc1	98.4	-2.7	1	8.3	-1.7	1.54	2.6	1	-3.4	3.4
O=C(c1cccnc1)N1CCN(S(=O)(=O)c2ccc3ccccc3c2)CC1	104.1	11.9	1.1	3.9	-6.4	1.13	8.9	0.9	-2.9	2.9
CC(=O)c1ccc(NS(=O)(=O)c2ccc(C(C)(C)C)cc2)cc1	87.7	38.5	1.1	15.3	-9.7	.	-14.0	0.6	0.8	-0.8

In the list so far, two contain a furan ring, fused or not.
SMILES	STAT1 activator	Diaph inh CS	FLuc act counter	G6PDH counter	FLuc inh counter	NF-kB expr up	TLR4 MyD88 comp	Diaph act CS	APP 5UTR inh	APP 5'UTR act
Cc1cc(C(=O)O)ccc1-c1ccc(/C=C2\NC(=O)N(Cc3ccccc3Cl)C2=O)o1	97.4	38.9	1	8.6	2.9	1.05	-10.3	0.6	1.6	-1.6
CC(C)(C)n1nnnc1C(c1ccc(C(F)(F)F)cc1)N(Cc1ccc(F)cc1)Cc1ccco1 (centres undefined)	97.7	15.5	1	-3.2	-3.5	0.83	-5.9	0.8	-5.9	5.9
